Cav3 T inh: blocks human Cav3.2 T-type calcium channel. O95180. Cav3.2-expressing cells, Fluo-4 calcium fluorescence FDSS; stronger effect = lower value. B-score at 10 µM. 100,000 tested, 4% active. AID 449739;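 active = single-dose well whose peak fluorescence ratio is a statistical outlier from its plate by either plate-standardised score or position-corrected B-score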
Active calls of the source: *. An excerpt. The share of hits here may be higher or lower than overall.

The opening two records, ahead of the listing:
compound	Cav3 T inh
Cc1cc(NC(=O)CCC(=O)N(c2ccccc2)C2(C(=O)NC3CCCCC3)CCCC2)no1	-2.8
CCOC(=O)Cc1cnc(NC(=O)c2ccccc2)s1	1.3

The listing, from the start:
compound	Cav3 T inh
Cc1cc(NC(=O)CCC(=O)N(c2ccccc2)C2(C(=O)NC3CCCCC3)CCCC2)no1	-2.8
CCOC(=O)Cc1cnc(NC(=O)c2ccccc2)s1	1.3
Cc1ccc(CNc2ncnc3cc(Cl)ccc23)o1	0.39
COc1ccc(OCCSc2nnc(-c3ccoc3C)n2C)cc1	-0.18
COc1ccc(-c2cc(NCCc3ccncc3)n3ncnc3n2)cc1	2.1
N#CCCn1c(Cl)nc2ccccc21	0.83
Cc1ccnc(NS(=O)(=O)c2ccc(N)cc2)n1	-1.3
COc1ccccc1-n1c(CNC(=O)c2ccco2)nnc1SCC(=O)Nc1nccs1	-0.063
CC(C)CC(=O)c1c[nH]c(C(=O)NCCc2ccccn2)c1	1.6
COc1ccc2[nH]c(-c3ccc(C)cc3)cc(=O)c2c1	0.049
COc1ccccc1C1(CC(=O)Nc2nccs2)CCOC(C(C)C)C1 (stereo not given)	-1.5
CCCN1C2=NCCCN2c2ccccc21	-1.7
CCOC(=O)CNC(=O)c1ccc(C)cc1	-0.068
O=C(CCCn1c(=S)[nH]c2cc3c(cc2c1=O)OCO3)N1CCN(c2ccccc2)CC1	-3
CC(=O)Nc1ccc(C(=O)N2CCN(C(=O)c3ccco3)CC2)cc1	0.47
O=C(COC(=O)C12CC3CC(CC(C3)C1)C2)NCc1ccco1	-0.7
CN1CCC(N(C)C(=O)c2ccccc2Nc2ccc(SC(F)F)cc2)CC1	0.85
CCOC(=O)C1CCN(CC(=O)c2c(C)[nH]c3ccccc23)CC1	1.2
COc1cc2nc(C3CCC3)n(NC(=O)C3CCC(OC)CC3)c(=O)c2cc1OC (stereo not given)	0.55
CCn1c(C)c(C(C)=O)c(N2CCN(c3ccc(F)cc3)CC2)nc1=S	0.49
COc1ccc(-c2cc(-c3cccs3)c(C#N)c(SCC(=O)NCc3ccccc3OC)n2)cc1	1.1
CN1CCN(C2=Nc3cc(F)ccc3Cc3ccccc32)CC1	0.019
C=CCn1c(=O)c2c(C)c(C)sc2n2c(Nc3ccccc3)nnc12	0.84
OC(CN1CCOCC1)Cn1c(-c2cccc(Cl)c2)nc2ccccc21 (stereo not given)	-1.7
CCc1nc2oc3ccccc3c(=O)c2c(=O)n1CCOC	0.57
Cc1noc(C)c1COC(=O)Cc1ccc(Cl)cc1	0.16
CCN1CCN(CNC(=O)c2cnccn2)CC1	0.96
CCCCSc1nc2ccc(Nc3nc(N4CCOCC4)nc(N4CCOCC4)n3)cc2s1	-0.11
O=C(Oc1nsnc1N1CCOCC1)N(c1ccccc1)c1ccccc1	-3.8
CCC(C)n1c(SCC(=O)NC(=O)Nc2ccc3c(c2)OCCO3)nc2ccccc2c1=O (stereo not given)	-0.63

A draw from above in order of count of non-hydrogen atoms, lowest first:
compound	Cav3 T inh
CCN1CCN(CNC(=O)c2cnccn2)CC1	0.96
CCOC(=O)Cc1cnc(NC(=O)c2ccccc2)s1	1.3
CC(=O)Nc1ccc(C(=O)N2CCN(C(=O)c3ccco3)CC2)cc1	0.47
CN1CCC(N(C)C(=O)c2ccccc2Nc2ccc(SC(F)F)cc2)CC1	0.85
CCCCSc1nc2ccc(Nc3nc(N4CCOCC4)nc(N4CCOCC4)n3)cc2s1	-0.11
COc1ccc(-c2cc(-c3cccs3)c(C#N)c(SCC(=O)NCc3ccccc3OC)n2)cc1	1.1

Back to the main list; the 2 compounds before the break are reprinted first.
compound	Cav3 T inh
O=C(Oc1nsnc1N1CCOCC1)N(c1ccccc1)c1ccccc1	-3.8
CCC(C)n1c(SCC(=O)NC(=O)Nc2ccc3c(c2)OCCO3)nc2ccccc2c1=O (stereo not given)	-0.63
Cc1nn(S(=O)(=O)N(C)C)c(C)c1CN1C(=O)c2ccccc2C1=O	-0.19
CCOC(=O)c1ccc(NC(=O)CSc2nnc(-c3ccncc3)n2C)cc1	0.4
O=C(NCc1ccco1)C1CCN(C(=O)c2cc3sccc3n2Cc2ccc(F)cc2)CC1	-1.7
CC1(C(=O)CSc2n[nH]c(-c3ccccc3Cl)n2)CCC(=O)O1 (stereo not given)	-0.32
Cc1cc(C)n(-c2c(F)c(F)c(CO)c(F)c2F)n1	0.79
CC(C)N(Cc1nc(-c2ccccc2)no1)C(=O)CSc1ccccc1	-4.2*
COC(=O)c1cnn(-c2cc(Oc3ccccc3)ncn2)c1N	-0.75
COc1cccc(-n2nc(-c3ccnn3-c3ccc(C)cc3)c(=O)n(C)c2=O)c1	-1
CCCOc1ccc(/C(O)=C2/C(=O)C(=O)N(CCN(C)C)C2c2ccncc2)cc1 (stereo not given)	-0.1
COc1ccc(-c2coc3c(CN4CCCCC4)c(O)c(CN4CCCCC4)c(O)c3c2=O)cc1	0.8
O=S(=O)(c1cccc(-c2cn3cccnc3n2)c1)N1CCCCCC1	-0.63
COC(=O)c1ccc(CSc2nc3c(cnn3-c3ccc(C)c(C)c3)c(=O)[nH]2)o1	0.25
CCCCNC(=O)c1onc(CSc2ccccn2)c1C(=O)NCCCC	-1.9
C#CCOCCOCCOCCNc1nc(N2CCN(C(=O)C([C@@H](C)CC)n3cc(C(N)COC(=O)C(F)(F)F)nn3)CC2)nc(N2CCN(C(=O)C([C@@H](C)CC)n3cc(C(N)CC(C)C)nn3)CC2)n1 (stereo not given in full)	-1.1
COc1cccc(CNS(=O)(=O)c2cc(Br)cc3c2N(C(C)=O)C(C)C3)c1 (stereo not given)	0.4
C[C@@H]1NC(=O)c2cc([N+](=O)[O-])cc(I)c2NCC[C@@H](C(N)=O)NC(=O)[C@H](CC(N)=O)NC1=O	-0.16
Nc1c2c(nc3ccccc13)CCCC2	-0.17
CCc1cc(-c2n[nH]c(C)c2-c2nc3ccccc3n2C)c(O)c(CN2CCN(C)CC2)c1O	-0.17
CCC(C)Oc1nc2ccccc2nc1NS(=O)(=O)c1ccccc1 (stereo not given)	-3.2
O=C(C1=C[C@H](c2ccccc2)C[C@H](OCc2ccc(CO)cc2)O1)N1CCN(Cc2ccc3c(c2)OCO3)CC1	-0.43
COC(=O)c1ccccc1NC(=O)/C=N/O	-1.8
O=C(COC(=O)Cc1ccc(S(=O)(=O)N2CCOCC2)s1)Nc1ccc2c(c1)OCO2	1.9
O=C(Nc1ccccc1N1CCOCC1)c1ccc([N+](=O)[O-])cc1	1.8
O=C1OCc2cc(NC(=O)C34CC5CC(CC(C5)C3)C4)ccc21	-0.18
Cc1ccc(/C(O)=C2\C(=O)C(=O)N(c3cc(C)on3)C2c2cccc(Br)c2)cc1 (stereo not given)	-3.7*
Cc1ccc(C2CC(=O)NC(SCCC(C)C)=C2C#N)cc1 (stereo not given)	-0.55
CC(C)CCN1CC(C(=O)NCCC2=CCCCC2)CC1=O (stereo not given)	0.7
CCOC(=O)N1CCN(c2nc(-c3ccc(F)cc3)cs2)CC1	-0.85
CCN(CC)C(=O)Cn1nnc(-c2ccc(C)o2)n1	0.55
COc1ccc(C2NC(=O)c3ccccc3N2)cc1OC (stereo not given)	0.41

Further entries:
compound	Cav3 T inh
COc1cc2c(cc1OC)C(C(=O)NCc1ccco1)C(c1cccs1)N(C)C2=O (stereo not given)	0.28
CC(C(=O)OCC(=O)Nc1ccc(S(=O)(=O)N2CCCCC2)cc1)N1C(=O)c2ccccc2C1=O (stereo not given)	-5.7*
CCCC12CN(C(=O)c3ccc(OC)cc3)CC(C)(CN(C(=O)c3ccc(OC)cc3)C1)C2=O	0.87
O=C(c1ccc(Br)o1)N1CCN(c2ccc3nnc(-c4ccccc4)n3n2)CC1	3.6*
CN(C)C(CNS(=O)(=O)c1ccc(Cl)cc1)c1cccnc1 (stereo not given)	0.09
Cc1ccsc1C(=O)NNC(=O)C1CCCCC1C(=O)O (stereo not given)	0.42
Cc1nnc(NC(=O)CCCCCN2C(=O)C3C4C=CC(C4)C3C2=O)s1 (stereo not given)	0.77
CC(C)CNC(=O)c1coc(=O)c(Br)c1	1.5
CSc1nc(C)cc(-n2ccc(=O)[nH]c2=O)n1	0.16
O=C(Nc1ccc(F)cc1)NC1CCCCC1	1
COc1ccc(Cc2nn3c(-c4ccccc4OC)nnc3s2)cc1	-1.4
CCCc1cc(=O)oc2c(C)c(OCC(=O)c3ccc(N4CCCC4)cc3)ccc12	0.18
COCCNC(=S)N/N=C(\C)c1ccc(-n2ccnc2)cc1	1
Cc1ccc(Cc2nc(-c3cccc(C)c3)no2)cc1	0.29
COc1ccc(-c2nnn(CC#N)n2)cc1OC	1
C#CCNC(=O)C1=C[C@H](c2coc3ccccc3c2=O)[C@@H](CCCO)[C@H](OCC)O1	-0.34
Cc1onc(-c2ccccc2)c1C(=O)Nc1sc2c(c1C#N)CCC(C)C2 (stereo not given)	-1
O=C(N[C@@H](Cc1ccccc1)C(=O)OCc1ccccc1)c1nc[nH]c1C(=O)N1CCc2ccccc2C1	-1.4
CCC(=O)Nc1ccc2c(c1)nc(CCN1CCN(C)CC1)n2C	-0.016
O=C(CN1C(=O)NC2(CCCC2)C1=O)N1CCN(C(=O)c2ccco2)CC1	-0.081
O=C(NCc1ccco1)C(c1ccco1)N(CCc1ccccc1)C(=O)Cn1nnc2ccccc21 (stereo not given)	-6.2*
CCCS(=O)(=O)N1CCN(C(=O)COc2ccccc2)CC1	0.14
Cc1ccc(CNC(=O)C2CCCN2C(=O)NCc2ccccc2)cc1 (stereo not given)	0.67
CCOc1ccc(NC(=O)Cn2nnc(-c3ccccc3NC(=O)CC)n2)cc1	-0.58
COc1ccc(Cl)cc1-c1n[nH]c(=S)o1	1.1
CC(=O)Nc1ccc(S(=O)(=O)NCc2ccc(C(=O)NC(C)c3ccccc3)cc2)cc1 (stereo not given)	0.17
CCCCOC(=O)C1CCCC(C(=O)OCCCC)N1 (stereo not given)	0.023
O=C(c1cccs1)N1CCc2ccccc21	0.21
COc1cccc2cc(C(=O)NCc3ccco3)c(=Nc3ccc(C(=O)O)cc3)oc12	-2
CCOc1c2ccc(C(=O)NCc3ccc4c(c3)OCO4)cc2nn1CCOC	-0.67

(further entries)
compound	Cav3 T inh
Cc1nc2ccccc2c2oc(C(=O)NCC3CCCO3)cc12 (stereo not given)	0.26
Cn1nc(CC(=O)NC2CCCCCCCCCCC2)c2ccccc2c1=O	-1.8
CCOc1ccc(C2c3c(oc4cc(C)c(C)cc4c3=O)C(=O)N2CCCN2CCOCC2)cc1 (stereo not given)	3.1
O=C(Nc1ccc(-c2csc(Nc3ccccc3)n2)cc1)c1cccc(C(F)(F)F)c1	-0.15
Nc1cc(Cl)ccc1Oc1ccc2ccccc2c1	0.79
O=C(CSc1nc(-c2ccccc2)cs1)N1CCN(C(=O)c2ccco2)CC1	-0.43
CC1(C)Cc2c(cnn2-c2ccccc2)C(=O)/C1=N\NC(=O)c1ccccc1O	-1.8
Cc1ccc(CN2C(=O)C3CCCN3c3ccc(S(=O)(=O)N4CCOCC4)cc32)cc1 (stereo not given)	-1.7
COC(=O)c1ccc(Cl)c(NC(=O)CN(c2ccc3c(c2)OCO3)S(C)(=O)=O)c1	-0.52
CC(C)NCC(O)COc1ccc(CCOCC2CC2)cc1 (stereo not given)	-0.34
Cc1ccc(O)c(-c2cc(C(F)(F)F)[nH]n2)c1	-0.047
O=C(c1ccc(NC2=NC3CS(=O)(=O)CC3S2)cc1)N1CCN(Cc2ccccc2)CC1 (stereo not given)	0.03
CS(=O)(=O)N(CC(=O)Nc1ccc2c(c1)OCO2)c1ccccc1	0.52
O=C(O)c1ccc(COc2c(F)c(F)cc(F)c2F)o1	-0.35
O=C(CCn1c(=O)oc2ccccc21)N(Cc1ccccc1)c1ccccc1	-3.7
Cc1nonc1NC(=O)CSc1nnc(-c2ccoc2C)n1C	-0.86
O=C(COC(=O)c1ccc(S(=O)(=O)N2CCOCC2)cc1)Nc1nc(-c2ccccc2)cs1	-0.6
CCOc1ccc(N(CC(=O)Nc2ccccc2C)S(=O)(=O)c2c(C)noc2C)cc1	-2.6
Cn1c(=O)c2c(nc(CN3CCN(CCO)CC3)n2CCc2ccccc2)n(C)c1=O	0.55
O=C(CCN1C(=O)c2ccccc2C1=O)Nc1ccncc1	0.36
O=C1CC(NCc2cccs2)C(=O)N1c1ccc(Cl)cc1 (stereo not given)	0.71
CCNS(=O)(=O)c1ccc2c3c(cccc13)C(=O)N2	1.6
C=CCOC(=O)C1=C(C)NC(SCC(=O)Nc2ccccc2)=C(C#N)C1c1ccco1 (stereo not given)	-0.2
Cc1ccc(C2C3=C(CC(C)(C)CC3=O)Nc3n[nH]c(C)c32)cc1 (stereo not given)	0.76
Cc1ccc(-n2sc3ccccc3c2=O)cc1S(=O)(=O)N1CCCCC1	-1.1
COc1ccccc1N1CCN(CC(=O)c2ccc3ccn(C(C)=O)c3c2)CC1	0.64
CCc1cc2c(cc3c(=O)n(CC(=O)N4CCN(c5ccccn5)CC4)nc(CC)n32)s1	1.5
CCNc1nc(N)c(C(=C(C#N)C#N)c2ccccc2)s1	0.045
COc1ccc(NC(=O)C2C3C=CC(O3)C2C(=O)NCc2cccnc2)cc1 (stereo not given)	0.67
O=C(COC(=O)c1ccc(Sc2ccccc2)c([N+](=O)[O-])c1)NC1CCCc2ccccc21 (stereo not given)	-1.3

(listing goes on)
compound	Cav3 T inh
O=C(O)C1CCN1C1CCCCC1 (stereo not given)	-0.5
COc1ccc(OC)c(C(=O)COC(=O)c2ccc(C)o2)c1	0.21
CCN(CCO)c1ncnc2c1sc1nc(CC(C)C)c3c(c12)CC(C)(C)OC3	-0.71
Cc1noc(C)c1C(=O)N1CCC(Cc2ccccc2)CC1	0.5
Cc1cc(SCC(=O)N/N=C/c2ccc(O)cc2O)c(C)cc1Br	0.024

Screening data from PubChem.
